Screening data deposited in PubChem BioAssay by several laboratories.
Myeloid diff 2 = compounds promoting myeloid differentiation | ER-HoxA9 myeloid progenitors, lysozyme-GFP differentiation, flow cytometry | calls only at 10 µM | hit rate 1% among 360,000 | AID 624256;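 active = normalized GFP-positive differentiation at or above the plate's own cutoff, the solvent-only control mean plus 3 SD; inconclusive = no clear call, values can overlap the other calls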;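 also: cells exposed to compound for four days before flow analysis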
PhoP inhibition = inhibitors of PhoP regulon expression, primary screen, Salmonella Typhimurium, GFP reporter (AID 1863); S. Typhimurium PhoP-regulated promoter GFP reporter, 4 h; higher % means a stronger effect; inhibition, % at 50 µM; hits with a dose series show IC50 in µM; hit rate 0.16% among 300,000;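 active = inhibition over 29.93%, a cutoff 3 SD above the screen mean, later confirmed by dose response; inconclusive = inhibition over 29.93% but no dose response follow-up; inactive = inhibition at most 29.93% or unconfirmed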;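 also: 0% = low Mg2+ inducing control and 100% = high Mg2+ repressing control; strong numbers were not always called active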
SV40 large T antigen = SV40 large T antigen inhibitors, biochemical (AID 1903) | SV40 large T antigen ATPase/helicase inhibition assay; higher % means a stronger effect | one-dose inhibition, % at 20 µM; IC50 in µM for titrated hits | hit rate 0.39% among 310,000; in the data active = a potency from the dose series; inconclusive = inhibition mostly from about 32% at the one dose, without a potency; inactive = the rest, 99 in 100 with inhibition below about 32%; also: strong numbers were not always called active
T cell HTS = modulates CD8 T cell binding to vesicles | AID 2052 | calls only at 7 µM | hit rate 0.068% among 330,000 | 2C CD8+ T cell-vesicle binding, flow cytometry; stronger effect = lower value;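 active = response, share of CD8 T cells binding vesicles, and their 90th percentile fluorescence all below set limits, cut at about 80% in these data, passing the limit was not always enough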
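Also added: QL9-peptide-loaded Drosophila micro-vesicles bearing Ld, ICAM-1 and B7-1; Test system: purified 2C TCR transgenic mouse naive CD8+ T cells; Measured by: cytometric PE anti-B7-1 and Alexa647 anti-CD8 signals after 1% paraformaldehyde fixation; Timing: binding step 1.5 h, 37 °C, antibody labelling 20 min, ice.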
MgcRacGAP inhibition = MgcRacGAP GTPase-activating activity inhibitors, confirmation, biochemical, ADP Hunter fluorescence; inhibition, % at 30 µM, or IC50 in µM where a hit was titrated; MgcRacGAP-stimulated Rac1 GTP hydrolysis, ADP Hunter fluorescence; higher % means a stronger effect; GST-tagged Rac1 F28L mutant substrate; hit rate 0.6% among 340,000;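 active = first-screen hits whose inhibition reached a set limit at any dose in the follow-up dose series; inconclusive = inhibition above the set first-screen limit but never retested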;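 also: fluorescence reports GDP produced by GAP-driven GTP hydrolysis; strong numbers were not always called active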
NTR1 ag = agonists of NTR1, primary screen, imaging, U2OS cells, beta-arrestin-GFP, high content (AID 493036); P30989; NTR1-U2OS beta-arrestin-GFP spot imaging, agonist mode; activation, % at 20 µM; hit rate 0.17% among 330,000;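 active = activation at or above 40% of the spot to cytoplasm intensity ratio, with at least 20 cells analyzed; inconclusive = wells under 20 cells, flagged as cytotoxic or low count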;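 also: 0% = DMSO without peptide and 100% = 100 nM NTR1 peptide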
Target sequence (P30989 whole entry, looked up): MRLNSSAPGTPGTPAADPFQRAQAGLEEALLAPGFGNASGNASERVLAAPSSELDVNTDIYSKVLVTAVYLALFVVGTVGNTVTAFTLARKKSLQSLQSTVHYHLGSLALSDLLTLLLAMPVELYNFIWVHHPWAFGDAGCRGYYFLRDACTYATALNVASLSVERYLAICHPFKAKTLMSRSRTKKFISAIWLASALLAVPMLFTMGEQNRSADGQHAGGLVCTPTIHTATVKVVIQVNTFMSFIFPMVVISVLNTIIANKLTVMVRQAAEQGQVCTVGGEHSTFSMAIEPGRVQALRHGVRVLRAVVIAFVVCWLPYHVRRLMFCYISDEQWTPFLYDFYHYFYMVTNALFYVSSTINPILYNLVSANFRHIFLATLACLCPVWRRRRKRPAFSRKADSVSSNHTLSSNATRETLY
UTI89 phage lysis = inhibition of K1F phage lysis, E. coli UTI89, bacterial capsule biogenesis inhibitors, alamar blue (AID 488966); E. coli UTI89 K1F phage lysis, alamar blue, 2 h; higher % means a stronger effect; one-dose inhibition, % at 100 µM; IC50 in µM for titrated hits; hit rate 0.02% among 340,000;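 active = phage lysis inhibition, versus mean bacterial control, above a set limit; inconclusive = no clear call, values can overlap the other calls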;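 also: capsule biogenesis inhibitors block K1F phage lysis so surviving cells raise fluorescence; higher fluorescence means more inhibition of phage lysis; actives were called in the ten point dose series up to 300 µM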
TNAP activators = stimulation of alkaline phosphatase TNAP activity – biochemical, luminescent, no phosphate acceptor, uHTS, primary screen (AID 1001). purified TNAP, luminescent activation assay, no phosphate acceptor; higher activation fold means a stronger effect. hit rate 0.03% among 200,000. activation fold at 20 µM, or EC50 in µM where a hit was titrated; in the data active = activation fold from about 3, or a potency from the dose series; inactive = the rest, 99 in 100 with activation fold below about 1.6; also: many of its hits are not listed in these tables
RSV antiviral HEp-2 = inhibition of RSV-induced cytopathic effect – HEp-2 cells, primary 10 µM value included (AID 2391); HEp-2 cells, RSV-induced CPE inhibition; higher % means a stronger effect; one-dose CPE inhibition, % at 10 µM; IC50 in µM for titrated hits; hit rate 0.13% among 310,000; in the data active = a potency from the dose series; inconclusive = CPE inhibition mostly from about 23% at the one dose, without a potency; inactive = the rest, 99 in 100 with CPE inhibition below about 21%; also: strong numbers were not always called active
T cell HTS vesicle-bound % = further read-out of T cell HTS, marked with its call; double positive events, %; measured here: CD8+ vesicle-bound cell fraction;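 binding gate set so that unloaded-vesicle control wells show 10% double positive cells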
NTR1 ag cell count 20 µM = also measured in NTR1 ag; calls as there; cell count; measured here: cell count, cytotoxicity flag
Myeloid diff 2 GFP+ MAC1+ % = also measured in Myeloid diff 2; calls as there; GFP+ MAC1+ double positive, %; measured here: differentiation confirmed by MAC1 staining
The depositor's hits bear a star; i = inactive; ? = inconclusive; nt = not tested or not shown; + = active, no number; [ ] = another dose, or the depositor's remark.

SMILES	Myeloid diff 2	Myeloid diff 2 GFP+ MAC1+ %	PhoP inhibition	SV40 large T antigen	T cell HTS	T cell HTS vesicle-bound %	MgcRacGAP inhibition	NTR1 ag	NTR1 ag cell count 20 µM	UTI89 phage lysis	TNAP activators	RSV antiviral HEp-2
CC(=O)n1cc(/C=C2/N=C(c3ccccc3)OC2=O)c2ccccc21	i	0.5	9%	5%	i	28	5%	0.3	86	0.1%	1	0.6%
COc1ccc(OC)c2sc(N3CCN(c4ccccc4)CC3)nc12	i	0.0	nt	nt	i	9	-1%	4.6	72	0.0%	nt	-1.1%
COC(=O)CSC1=C(C#N)C(c2cccc(OC)c2)CC(=O)N1 (stereo not given)	i	1.7	-2%	1%	i	43	5%	-1.0	45	-0.2%	1.2	1.2%
COc1cccc(C(=O)NCCS(=O)(=O)N2CCC3(CC2)OCCO3)c1	i	0.4	-1%	5%	i	40	6%	0.3	62	0.6%[50 µM]	nt	-2.6%
Nc1c(C(=O)Nc2nc3ccccc3s2)sc2nc(-c3cccs3)ccc12	+	41*	22%	1%	i	42	0%	23	82	1.3%	0.9	1.0%
Cc1cc(C)c2[nH]c(=O)c(C(c3nnnn3Cc3ccc4c(c3)OCO4)N3CCCCC3)cc2c1 (stereo not given)	i	0.5	nt	nt	i	41	2%	1.3	41	0.4%[50 µM]	1.1	6.6%
Cc1ccccc1/C=C1\SC(=S)N(/N=C/c2cc([N+](=O)[O-])ccc2O)C1=O	i	0.8	-8%	20%	i	44	19%	2.3	87	0.3%	1.9	2.8%
O=C(Nc1ccccc1)N(CCCN1CCOCC1)Cc1ccccc1F	i	0.1	-5%	2%	i	46	14%	-1.0	41	3.3%	1.1	-0.2%
CCOC(=O)c1cccc(NC(=O)CCc2nc(-c3ccccc3F)no2)c1	i	0.9	-8%	4%	i	17	2%	1.2	67	0.5%	1	1.4%
CCOc1ccc(N2C(=O)CC(NC3CCN(C(=O)c4cccc(Cl)c4)CC3)C2=O)cc1 (stereo not given)	i	2.0	1%	6%	i	64	4%	0.3	57	2.4%[50 µM]	nt	1.6%
Cc1cc(S(=O)(=O)N2CCCC2)ccc1OCC(=O)Nc1ccc(C(N)=O)cc1	i	0.4	nt	nt	i	11	5%	-0.3	52	0.7%[50 µM]	nt	0.6%
COc1cc(CNC(C)C)ccc1OCC(=O)Nc1cccc2ccccc12	i	0.0	5%	16%	i	42	0%	2.6	51	-0.1%	nt	-1.0%
O=C(CNC(=O)C12CC3CC(CC(C3)C1)C2)OCc1cc(=O)n2cc(Br)ccc2n1	i	0.2	-5%	10%	i	20	-4%	-1.0	62	0.2%	1.1	3.2%
CCn1nc(NC(C)=O)c2cc3cccc(C)c3nc21	i	0.3	-5%	26%	i	46	9%	0.9	87	0.1%	nt	2.5%
CNC(=O)CSc1nc2nn(-c3ccccc3)c(=O)c-2c2n1CCCCC2	i	2.4	-8%	8%	i	6	3%	2.7	80	2.9%	1	-3.8%
S=c1[nH]c2cc(-c3ccccc3)ccc2o1	i	0.3	-9%	14%	i	40	1%	1.2	71	-0.2%	nt	?
CC(C)Sc1nnc([C@H](C)NC(=O)OC(C)(C)C)o1	i	2.0	7%	9%	i	37	7%	2.5	90	0.1%	1.2	1.0%
O=C1CC(Nc2cc(=O)[nH]c(=O)[nH]2)C(=O)N1c1ccccc1Cl (stereo not given)	i	0.7	3%	10%	i	22	9%	0.4	69	0.2%	nt	-0.5%
COc1ccc(OC)c(-c2nnc(SCC(=O)N3CCCc4ccccc43)o2)c1	i	1.1	-13%	2%	i	42	11%	1.4	56	-0.3%	1	0.7%
CCOC(=O)C1CCN(C(=O)Cn2nc(C)c3c(C)n(-c4ccccc4)nc3c2=O)CC1	i	0.3	-5%	12%	i	50	8%	-0.1	63	0.1%	nt	1.5%
CCOC(=O)c1sc(NC(=O)CCCn2nc([N+](=O)[O-])c(Cl)c2C)c(C(=O)OCC)c1C	?	nt	1%	-10%	i	52	-8%	2.2	50	0.7%	1.1	2.4%
COC(=O)c1sc2nc(SCc3ccccc3C)n(N)c(=O)c2c1C	i	0.5	6%	0%	i	8	11%	1.1	82	2.7%[50 µM]	1	1.2%
CCOC(=O)c1c(NC(=O)C2C3C=CC(C3)C2C(=O)O)sc2c1CCC(CC)C2 (stereo not given)	i	0.7	5%	15%	i	30	9%	3.6	51	-6.2%	1.1	?
CC(=O)Nc1cccc(NC(=O)CSc2nnc3ccc(-c4ccncc4)nn23)c1	i	0.5	-2%	2%	i	33	5%	-1.0	54	2.6%[50 µM]	nt	-1.0%

Quoted from above (3 entries):
SMILES	Myeloid diff 2	Myeloid diff 2 GFP+ MAC1+ %	PhoP inhibition	SV40 large T antigen	T cell HTS	T cell HTS vesicle-bound %	MgcRacGAP inhibition	NTR1 ag	NTR1 ag cell count 20 µM	UTI89 phage lysis	TNAP activators	RSV antiviral HEp-2
COC(=O)c1sc2nc(SCc3ccccc3C)n(N)c(=O)c2c1C	i	0.5	6%	0%	i	8	11%	1.1	82	2.7%[50 µM]	1	1.2%
CCOC(=O)c1c(NC(=O)C2C3C=CC(C3)C2C(=O)O)sc2c1CCC(CC)C2 (stereo not given)	i	0.7	5%	15%	i	30	9%	3.6	51	-6.2%	1.1	?
CC(=O)Nc1cccc(NC(=O)CSc2nnc3ccc(-c4ccncc4)nn23)c1	i	0.5	-2%	2%	i	33	5%	-1.0	54	2.6%[50 µM]	nt	-1.0%

Following part.
SMILES	Myeloid diff 2	Myeloid diff 2 GFP+ MAC1+ %	PhoP inhibition	SV40 large T antigen	T cell HTS	T cell HTS vesicle-bound %	MgcRacGAP inhibition	NTR1 ag	NTR1 ag cell count 20 µM	UTI89 phage lysis	TNAP activators	RSV antiviral HEp-2
COC(=O)c1cccn(CC(=O)c2ccc(Cl)cc2)c1=O	i	0.1	3%	11%	i	37	2%	1.4	36	0.7%	1.1	1.5%
O=C(CSc1ccccn1)Nc1ccc(F)c([N+](=O)[O-])c1	i	0.2	6%	3%	i	8	2%	-1.6	42	0.1%	1	2.1%
CCCCOc1ccc(C(=O)NCC(=O)NCC(c2ccc(OC)cc2)N2CCCC2)cc1 (stereo not given)	i	0.5	-7%	24%	i	37	5%	-0.4	70	2.0%[50 µM]	nt	-2.1%
O=C(c1ccc(Cl)c([N+](=O)[O-])c1)N1CCN(c2ccccc2)CC1	i	0.2	5%	2%	i	27	10%	2.8	51	0.1%	1	4.5%
COc1cc(C)c(Br)cc1S(=O)(=O)NCCCN1CCOCC1	i	0.3	-7%	7%	i	23	1%	-0.6	30	0.2%	1	0.6%
NS(=O)(=O)c1ccc(NC(=O)COc2cccc3ccccc23)cc1	i	1.5	3%	7%	i	78	5%	3.6	83	-0.3%[50 µM]	nt	2.3%
O=C(CCN1C(=O)c2ccccc2C1=O)NCc1ccc(Cl)cc1	i	0.2	12%	-3%	i	36	9%	0.0	51	0.1%	nt	1.0%
CN(Cc1ccccc1)C(=O)C1CCN(Cc2ccc(F)cc2)CC1	i	0.6	9%	-1%	i	42	19%	-4.6	86	4.5%	1.1	-0.7%
Cc1cccc(N2CCN(C(=O)C(C)n3nc(C)n4c(cc5occc54)c3=O)CC2)c1C (stereo not given)	i	1.6	6%	21%	i	23	2%	1.5	83	-0.5%	1.1	?
NNc1nc(-c2ccccc2Cl)nc2sc3c(c12)CCCC3	i	0.5	-5%	13%	i	37	5%	14	73	0.3%	1.1	4.8%
O=[N+]([O-])c1cccc(-c2nnc(SCc3cccnc3)o2)c1	i	0.1	-9%	3%	i	58	6%	0.2	38	-0.1%	1	0.2%
O=C(NCc1ccco1)C1CCCN(S(=O)(=O)c2ccc(Cl)cc2)C1 (stereo not given)	i	0.5	0%	6%	i	43	4%	-1.1	83	0.0%	1.1	0.5%
CCOC(=O)C(C)c1nn(C)c(=O)c2ccccc12 (stereo not given)	i	1.4	1%	4%	i	5	2%	-2.5	76	4.8%	1.2	2.3%
Cc1nc2ccc(N=NC3=C(O)CCCC3=O)cc2s1	i	0.5	-1%	3%	i	33	8%	0.9	70	1.2%	1	1.3%
CCC(=O)Nc1ccccc1-c1nc2ccccc2[nH]c1=O	i	0.5	-8%	16%	i	56	9%	2.4	66	-0.4%	nt	0.5%
O=C(c1cc(COc2ccc3ncccc3c2)on1)N1CCCC(O)C1 (stereo not given)	i	0.4	8%	5%	i	50	3%	0.7	42	0.1%	1.1	4.1%
Cc1ccc(NC(=O)Cn2cncc2-c2ccc([N+](=O)[O-])cc2)cc1C	i	0.7	-5%	-6%	i	35	16%	1.5	52	1.2%	1.1	-1.4%
CCCC1(C(=O)OCC)NC(c2ccc(N(C)C)cc2)C2C(=O)N(c3ccccc3)C(=O)C21 (stereo not given)	i	0.6	2%	4%	i	27	-4%	0.1	76	0.0%	1	1.4%
O=C(CSc1nc2nc(-c3cccs3)cc(C(F)(F)F)c2c(=O)[nH]1)C(F)(F)F	i	0.4	5%	16%	i	55	16%	3.0	75	0.0%	nt	7.7%
Cn1ncc2nnn(-c3ccccc3)c(=O)c21	i	0.6	-6%	48%	i	28	2%	-0.2	73	-0.2%	1	1.6%
CCCCc1nc2c(=O)[nH]c3ccccc3c2o1	i	0.6	7%	0%	i	29	4%	2.2	84	0.1%	1.1	2.2%
Cc1cc(C)nc(N2CCCC(C(=O)Nc3ccc4nc(C)c(C)nc4c3)C2)n1 (stereo not given)	i	4.3	32%	10%	i	32	2%	1.7	93	2.4%	1	-0.4%
CCCCCCCCCCCCN1C/C(=C\C(=O)OCC)c2ccccc2S1(=O)=O	i	1.2	5%	7%	i	59	6%	2.1	67	5.3%	nt	5.5%
CCN1CCCC1Cn1cnc2c([nH]c3ccc(OC)cc32)c1=O (stereo not given)	i	0.6	-1%	18%	i	40	18%	-0.2	50	-0.8%[50 µM]	nt	-1.2%
